NadD block = inhibitors of Staphylococcus aureus NadD; 360,000 tested, 0.78% active; inhibition, % at 20 µM; purified NadD enzyme, colorimetric absorbance read-out; in the data active = inhibition above about 26%; note: some compounds past the cut are filed as inactive
Neddyl block = inhibitors of human cullin neddylation. P61081+Q13564. TR-FRET cullin neddylation, biochemical. calls only at 25 µM. 360,000 tested, 0.58% active; in the data active = inhibition above about 36%
Scp-1 inhibitor = inhibitors of human Scp-1 phosphatase | Q9GZU7 | Recombinant Scp1, phosphopeptide, malachite green phosphate absorbance | inhibition, % at 20 µM | 340,000 tested, 0.88% active | AID 493091;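 active = inhibition above about 50% at 20 µM, limit read from the data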;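 note: plate controls were DMSO wells with enzyme for no effect and wells lacking enzyme for full effect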
Target sequence (Q9GZU7 76-261 limits assumed): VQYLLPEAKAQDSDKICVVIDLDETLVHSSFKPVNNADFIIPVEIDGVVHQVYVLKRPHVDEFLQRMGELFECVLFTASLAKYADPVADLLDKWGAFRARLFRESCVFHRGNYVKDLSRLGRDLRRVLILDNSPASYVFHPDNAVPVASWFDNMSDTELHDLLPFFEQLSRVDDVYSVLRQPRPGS
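Material: truncated SCP-1 phosphatase (76-261aa) / Buffer or medium: 50 mM Tris acetate pH 5.5, 0.005% Tween-20, 10 mM MgCl2 / Compound dosing: one concentration, 20 µM, with 1.0% DMSO / Incubation: 45 min room-temperature reaction, 5 min colour, 30 min stabiliser / Detection: colorimetric free-phosphate detection, absorbance 630 nm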
SUMO1-SIM PPI = alters human SUMO1 binding to SIM partners | P63165 | SUMO1 binding to a labelled peptide, TR-FRET, 1 h | inhibition, % at 20 µM | 360,000 tested, 0.33% active; in the data active = inhibition above about 37%
Target sequence (P63165 whole entry, looked up): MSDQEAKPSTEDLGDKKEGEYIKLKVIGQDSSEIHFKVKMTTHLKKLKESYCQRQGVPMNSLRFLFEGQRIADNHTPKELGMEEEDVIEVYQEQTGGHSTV
DNMT1 inh = DNMT1 (human) enzyme inhibition; 360,000 tested, 0.83% active; P26358; inhibition (reported as % activation of signal), % at 10 µM; AID 588458; DNMT1 molecular beacon, Hinp1I cleavage, fluorescence; in the data active = inhibition above about 50%
CSN deneddyl inh = CSN deneddylation inhibition | Purified CSN, SCF-Nedd8-OG deneddylation, fluorescence polarization | Q92905 | 360,000 tested, 0.38% active | inhibition, % at 12.5 µM;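 active = pattern-corrected inhibition above about 35%, with an unprinted fluorescence ratio check between 0.5 and 1.5, limit read from the data, passing the limit was not always enough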;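 note: 0% = enzyme with substrate and 100% = substrate without enzyme; some results filed as inactive read as strong as hits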
Target sequence (Q92905 whole entry, looked up, one chain of several): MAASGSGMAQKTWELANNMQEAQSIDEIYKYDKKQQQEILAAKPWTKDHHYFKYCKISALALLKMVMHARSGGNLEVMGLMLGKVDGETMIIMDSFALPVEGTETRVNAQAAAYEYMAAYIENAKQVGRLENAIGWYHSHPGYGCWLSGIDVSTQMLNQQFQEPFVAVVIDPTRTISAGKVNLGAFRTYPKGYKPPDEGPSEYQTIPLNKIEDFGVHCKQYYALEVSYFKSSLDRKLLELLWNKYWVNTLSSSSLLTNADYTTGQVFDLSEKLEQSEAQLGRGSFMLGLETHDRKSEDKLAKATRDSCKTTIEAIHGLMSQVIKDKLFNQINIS
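Assay system: purified human Csn5 enzyme expressed in HEK293T cells; measure: % inhibition; also added: SCFSkp2-Nedd8OG substrate at 10 nM final; technique: fluorescence polarization; times: reaction 90 min, room temperature; medium: Tris buffer pH 7.5, NaCl, DTT, Tween-20, trehalose, ovalbumin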
Rin1-Abl PPI inh = human Rin1-Abl interaction inhibition | P00519+Q13671 | TR-FRET Rin1/Abl binding, biochemical | inhibition, % at 7.35 µM | 360,000 tested, 0.4% active; in the data active = inhibition above about 5%, passing the limit was not always enough
STEP block = inhibitors of human striatal-enriched phosphatase STEP | P54829 | recombinant STEP, OMFP fluorogenic substrate, fluorescence | inhibition, % at 20 µM | 360,000 tested, 0.25% active;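 active = inhibition at 20 µM, scaled per plate between control wells, above about 37%, limit read from the data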;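 note: 0% = DMSO with enzyme and substrate and 100% = substrate only without enzyme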
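Assay system: isolated STEP enzyme / Timing: 20 min at room temperature, dark / Doses: 20 µM, 1% DMSO / Technique: fluorescence intensity, excitation 480 nm, emission 540 nm / Reagent: fluorogenic phosphatase substrate OMFP at 25 µM final / Measure: percent inhibition scaled to no-enzyme and uninhibited-enzyme controls, plate-pattern corrected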
LMPTP inh = blocks human LMPTP phosphatase | P24666 | recombinant LMPTP-A, OMFP fluorogenic substrate, fluorescence intensity | inhibition, % at 20 µM | 360,000 tested, 0.22% active | AID 651560;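 active = compounds that cut the enzyme signal by at least half of the control window in the single-dose screen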;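 note: plate controls were DMSO wells with enzyme plus substrate for no effect and substrate without enzyme for full effect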
Target sequence (P24666 whole entry, looked up): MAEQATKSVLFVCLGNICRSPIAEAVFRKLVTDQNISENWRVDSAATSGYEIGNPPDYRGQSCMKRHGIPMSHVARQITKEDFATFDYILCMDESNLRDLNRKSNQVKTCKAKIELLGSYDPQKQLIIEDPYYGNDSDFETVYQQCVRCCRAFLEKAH
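Test system – LMPTP-A phosphatase enzyme · Quantity – 0.625 nM LMPTP-A final · Reagent – OMFP substrate, 400 µM final · Dosing – one test concentration per compound, 20 µM, with 3% DMSO overall · Timing – 50 min enzyme reaction at room temperature, protected from light · Detection – fluorescence intensity · Controls – substrate-only low control, DMSO enzyme-plus-substrate high control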
Rpn11 inh = inhibitors of human proteasome Rpn11; human 26S proteasome, Ub4-pepOG fluorescence polarization; 20S core pre-blocked with epoxomicin; calls only at 20 µM; 360,000 tested, 0.59% active; AID 588493;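 active = inhibition at 20 µM, scaled to each plate's controls, above about 33%, limit read from the data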
* hit, by the source's call; i = inactive; · = not tested or not shown.

SMILES	NadD block	Neddyl block	Scp-1 inhibitor	SUMO1-SIM PPI	DNMT1 inh	CSN deneddyl inh	Rin1-Abl PPI inh	STEP block	LMPTP inh	Rpn11 inh
Nc1nonc1C(=O)NCCNC(=O)c1ccccc1F	-4	i	-6	0	19	-2	2	-3	-1.9	i
NC(=O)CC(NC(=O)c1ccccc1)c1ccc(NC2CCN(Cc3ccccc3)CC2)c([N+](=O)[O-])c1 (centres undefined)	-1	i	-4	-17	-1	-2	-6	0	-0.8	i
C(=N\n1cnnc1)/c1ccc(-c2ccccc2)cc1	3	i	0	-14	-10	1	-2	-2	0.7	i
COc1ccc([C@H]2C[C@H](O)[C@@H](n3cc(COC(=O)c4ccccc4)nn3)CN2CC2CCCCC2)cc1	4	i	·	2	-18	-3	-3	0	1.9	i
Cc1nn(C)c(C(=O)N/N=C/c2ccc(C(F)(F)F)cc2)c1[N+](=O)[O-]	-1	i	-5	4	1	2	1	-1	0.4	i
CCCCN(CC)CCNC(=O)c1[nH]c(C)c(C(C)=O)c1C	7	i	-2	-1	1	2	7	-1	0.1	i
CCOc1ccc(-n2cc(C(=O)Nc3ccc(Cl)cn3)c3cc(OC)c(OC)cc3c2=O)cc1	-2	i	-2	-13	-1	3	1	-2	0.4	i
CCOc1ccc2c(c1)C(C)=CC(C)(C)N2C(=O)Nc1ccccc1	14	i	9	-10	-14	-36	-1	-1	1.6	i
Cc1ccc(-n2ccnc(SCC(=O)NCCc3ccccc3)c2=O)cc1F	-4	i	-5	-11	-1	-6	4	0	-0.7	i
O=C(c1cc(-c2cccnc2)nc2ccc(Br)cc12)N1CCN(c2ncccn2)CC1	2	i	5	-11	1	-1	-3	-2	2.5	i
Cn1nc(C(=O)Nc2nc(-c3ccccn3)cs2)c2ccccc2c1=O	7	i	-8	-2	-10	0	-1	5	5.5	i
CS(=O)(=NS(=O)(=O)c1ccc(Cl)cc1)c1ccccc1 (centres undefined)	1	i	-3	2	4	0	-2	-2	-0.2	i

Rewritten with each value named: 3 of the compounds above.
Compound: CCCCN(CC)CCNC(=O)c1[nH]c(C)c(C(C)=O)c1C
  NadD block: 7
  Neddyl block: i
  Scp-1 inhibitor: -2
  SUMO1-SIM PPI: -1
  DNMT1 inh: 1
  CSN deneddyl inh: 2
  Rin1-Abl PPI inh: 7
  STEP block: -1
  LMPTP inh: 0.1
  Rpn11 inh: i
Compound: CCOc1ccc(-n2cc(C(=O)Nc3ccc(Cl)cn3)c3cc(OC)c(OC)cc3c2=O)cc1
  NadD block: -2
  Neddyl block: i
  Scp-1 inhibitor: -2
  SUMO1-SIM PPI: -13
  DNMT1 inh: -1
  CSN deneddyl inh: 3
  Rin1-Abl PPI inh: 1
  STEP block: -2
  LMPTP inh: 0.4
  Rpn11 inh: i
Compound: CCOc1ccc2c(c1)C(C)=CC(C)(C)N2C(=O)Nc1ccccc1
  NadD block: 14
  Neddyl block: i
  Scp-1 inhibitor: 9
  SUMO1-SIM PPI: -10
  DNMT1 inh: -14
  CSN deneddyl inh: -36
  Rin1-Abl PPI inh: -1
  STEP block: -1
  LMPTP inh: 1.6
  Rpn11 inh: i

Additional records.
SMILES	NadD block	Neddyl block	Scp-1 inhibitor	SUMO1-SIM PPI	DNMT1 inh	CSN deneddyl inh	Rin1-Abl PPI inh	STEP block	LMPTP inh	Rpn11 inh
Cc1nn(-c2ccccc2)c(C)c1/C=N/NC(=O)c1ccccc1O	-16	i	-12	1	0	3	1	1	-1.1	i
CCCCOC(=O)Nc1ccccc1C(N)=O	-4	i	-10	-2	1	-3	2	-4	-0.3	i
O=C(Oc1ccc2c(=O)c(Cl)coc2c1)c1ccncc1	-1	·	-2	1	2	10	-1	3	0.0	i
CN(C)/C=N/c1ncc(C(=O)c2ccc(Cl)cc2Cl)s1	-1	i	-3	-20	0	-3	1	3	-1.0	i
CCCC(=O)C1C(=O)CC(CC(C)SCC)CC1=O (centres undefined)	12	i	-5	0	-2	-1	0	1	-2.3	i
CCOC(=O)c1ccc2nc(NC(C)=O)sc2c1	3	i	-4	4	-1	-3	5	0	0.4	i
COCCn1nnnc1SCC(=O)NCc1ccc2c(c1)OCO2	-8	i	1	1	1	2	1	-5	-1.9	i
Cc1ccc2oc(=O)c3cnn(CC(=O)NC4CCN(Cc5ccccc5)CC4)c3c2c1	1	i	-11	0	2	4	-3	-2	-0.5	i
O=C(Nc1ccccc1F)C1CCCC1	-7	i	-7	4	3	-3	-1	-2	-0.9	i
COC(=O)c1ccccc1S(=O)(=O)N1CCn2cccc2C1C (centres undefined)	4	i	-5	-3	-7	0	2	-4	-0.9	i
Cc1nn(Cc2ccc(Cl)cc2)c(C)c1NC(=O)c1cc(-c2ccco2)on1	-6	i	5	14	-19	7	0	-1	0.7	i
O=C(Nc1ccc(Br)cc1)C1CC(c2c(F)cccc2Cl)=NO1 (centres undefined)	-7	i	-5	3	1	5	-1	0	0.1	i
O=C(CCCc1ccccc1)Nc1ccccc1C(F)(F)F	-8	i	-3	3	-4	-1	2	0	0.9	i
O=C(COC(=O)C1CC(O)CN1S(=O)(=O)c1ccc(Cl)cc1)c1cccc(Cl)c1 (centres undefined)	-4	i	-12	3	4	-1	-2	1	0.6	i
COc1ccc(NC(=O)CN(C)C(=O)Cc2c(C)nc3ccccc3c2C)cc1	0	i	1	-2	-4	-8	-2	0	2.8	i
COc1ccccc1CNCC(=O)Nc1ccc(N2CCOCC2)cc1	-2	i	-7	-1	-3	4	1	-3	0.2	i
COc1ccc(OC)c(C(C(=O)NC2CCCCC2)N(Cc2ccco2)C(=O)c2ccccn2)c1 (centres undefined)	0	i	-2	2	0	2	2	0	-0.1	i
O=C1CSC(=Nc2ccccc2)N1Cc1ccccc1	-6	i	-7	3	-3	0	-2	0	-0.1	i
COc1ccc(N2C(=O)CSC2c2ccccc2[N+](=O)[O-])cc1 (centres undefined)	-6	i	-4	-15	3	0	-1	-2	-1.3	i
Cc1cccc(C(=O)c2cn[nH]c2-c2ccc(C)cc2O)c1	-6	i	-12	4	1	-4	1	-3	-0.1	i
COC(=O)c1ccccc1N(C)S(=O)(=O)c1cc2c(cc1C)OCC(=O)N2	0	i	-9	-3	0	-5	-1	-2	0.0	i
Cc1cc(NS(=O)(=O)c2ccc(NC(=O)/C=C/c3ccccc3)cc2)no1	0	i	-6	2	1	3	-4	2	-0.1	i
O=S(=O)(c1ccc(Cl)cc1)N1CCN=C1SCc1ccc(Cl)c(Cl)c1	-3	i	-3	3	-1	-3	3	-3	-3.1	i
COc1cccc2c1O/C(=N\O)C(C(=O)Nc1cccc(Br)c1)C2 (centres undefined)	-10	i	-11	-7	-8	1	2	-2	0.9	i
CCN(CC(=O)Nc1ccc(NC(C)=O)cc1)C(=O)c1cc2c(s1)CCCC2	-1	i	-10	3	-22	2	0	0	0.5	i
Cc1ccc(Cl)cc1N1CCN(C(=O)c2noc(C(C)C)c2[N+](=O)[O-])CC1	-5	i	-3	-4	1	-2	0	3	1.5	i
CCOc1ccccc1NC(=O)COC(=O)C1COc2ccccc2O1 (centres undefined)	-1	i	·	-2	16	-5	0	-4	-1.0	i
CCOC(=O)c1cc2c(=O)n3cccc(C)c3nc2n(Cc2ccco2)c1=NC(=O)c1ccc(C)cc1	0	i	-10	-4	1	-3	2	-1	-2.3	i
COc1ccc(CCN(C)Cc2nc(-c3cnccn3)no2)cc1OC	-6	i	-11	-1	-3	-1	-1	0	-1.1	i
CCC1CCCCN1Cc1ccc(CNS(=O)(=O)c2ccc3c(c2)oc(=O)n3C)o1 (centres undefined)	6	i	-6	7	-1	-2	-5	0	0.3	i
Cc1cc(=O)oc2c(C)c(OCC(=O)NCCCN3CCCC3=O)ccc12	1	i	-2	2	3	-3	-2	-2	-2.7	i
CCC(CC)C(=O)Nc1nnc(S(=O)(=O)Nc2ccc(OC)cc2)s1	-3	i	9	3	2	2	2	-5	-2.3	i
CCOC(=O)C1CCN(S(=O)(=O)c2ccc3c(c2)N(C)C(=O)CC(=O)N3C)CC1	-4	i	-6	0	0	3	2	4	-1.2	i
COc1ccc(CC(=O)Nc2ccc(OC(C)=O)cc2C(=O)O)cc1	3	i	3	1	-6	8	4	-1	-0.7	i
Cc1nc2sc(C(c3ccccc3)N3CCN(c4ccccc4F)CC3)c(O)n2n1 (centres undefined)	-5	i	-5	4	-10	0	0	1	0.7	i
Cc1ccc(NC(=O)CCCN2C(=O)/C(=C/C=C/c3ccccc3)SC2=S)cc1	15	i	-7	1	-7	6	-3	1	1.3	i
Nc1nnc(SCc2ccccc2F)n1-c1ccccc1	-1	i	-2	1	10	0	1	2	0.8	i
Cc1nc(NCCc2ccc(O)cc2)c2nnn(Cc3ccccc3)c2n1	-4	i	-2	8	-4	-5	-2	1	0.6	i
CC(CC(=O)c1cccs1)CC(=O)c1cccs1	-2	i	-10	-1	6	3	4	2	0.9	i
CCCn1c(N2CCN(C)CC2)nc2c1c(=O)[nH]c(=O)n2C	1	i	-8	-2	0	-4	2	-1	-4.4	i
O=C(Nc1ccccc1F)c1cc2nc(C(F)F)cc(C(F)F)n2n1	-3	i	-10	-2	2	0	2	1	0.5	i
Cc1nn2c(NCCOCCO)c3c(nc2c1-c1ccccc1)CCCC3	-2	·	-3	3	0	1	-3	0	10	i
CN(C)C(CNC(=O)CSc1nc2sc3c(c2c(=O)n1C)CCCC3)c1ccccc1 (centres undefined)	-4	i	3	3	10	-1	1	-5	0.0	i
COc1ccc(N2CCN(C(=O)CCSCc3ccccc3F)CC2)cc1	-2	i	-5	2	1	5	1	2	1.4	i
O=C(NCC1CC1)[C@]1(C(F)(F)F)C[C@H](CCC2CCCCC2)CCCO1	-5	i	-3	4	4	4	2	1	-0.4	i
C[C@@H]1CN([C@H](C)CO)C(=O)CCCn2cc(nn2)CO[C@H]1CN(C)S(=O)(=O)c1cccc(F)c1	-4	i	·	3	0	-2	-2	-2	-1.1	i
O=C1COc2cc(S(=O)(=O)CCC(=O)N3CCCCC3)c(Cl)cc2N1	3	i	-1	1	2	4	1	-2	-1.1	i
O=C(CC1C[C@H](C(=O)N2CCOCC2)[C@@]2(CCC3CCCC3)c3[nH]c4ccccc4c3CCN2C1=O)NCCc1ccccn1 (some centres undefined)	-1	i	-8	-6	-2	-1	-1	0	-6.3	i
COC(=O)c1[nH]c2ccccc2c1NC(=O)CN1CCCc2ccccc21	14	i	-5	-19	-19	4	1	-3	2.4	i
Cc1nc(N)c(Br)c(C)c1Br	2	i	3	-1	7	-9	6	4	2.5	i
Oc1[nH]c2ccccc2c1N=NC(=S)NCCc1ccccc1	-7	i	-14	-4	-8	-5	-3	-1	1.4	i
Cc1cc(F)ccc1NC(=O)C1CSC2(C)CCC(=O)N12 (centres undefined)	-6	i	-2	1	1	-3	2	-1	-2.1	i
CCc1nn(CC(=O)N2CCC(C)CC2)c(=O)c2cccn12	-2	i	-5	0	-2	-2	3	-1	-1.9	i

Bioassay records as filed in PubChem.
